GALK inhibitor: GALK (human) enzyme inhibition | recombinant GALK, Kinase-Glo ATP luminescence, 1 h | P51570 | Potency, µM (top dose mostly 57.5 µM), inactives show at the highest dose activity, negative = inhibition, actives largely listed as inhibitors | 44,000 tested, under 10 active;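 further: plate controls were full GALK reaction for no effect and reaction lacking GALK for full effect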
Target sequence (P51570 whole entry, looked up): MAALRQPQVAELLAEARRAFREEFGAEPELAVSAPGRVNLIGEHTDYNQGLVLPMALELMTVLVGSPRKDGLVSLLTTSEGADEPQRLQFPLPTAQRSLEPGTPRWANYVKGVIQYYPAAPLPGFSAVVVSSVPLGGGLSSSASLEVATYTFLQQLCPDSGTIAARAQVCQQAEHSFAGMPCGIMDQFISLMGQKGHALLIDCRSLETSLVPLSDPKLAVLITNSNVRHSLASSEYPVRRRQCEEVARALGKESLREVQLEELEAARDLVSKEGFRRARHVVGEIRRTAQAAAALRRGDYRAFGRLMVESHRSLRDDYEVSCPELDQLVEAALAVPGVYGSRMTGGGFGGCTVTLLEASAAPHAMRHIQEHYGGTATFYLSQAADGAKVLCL
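Compounds were pinned into ATP buffer, then GALK-galactose mix was added (final 5 nM enzyme, 35 uM ATP, 100 uM galactose, pH 8.0). After 1 h at room temperature, Kinase-Glo Plus was added and luminescence read.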
NTMT1 inhibitor: blocks human N-terminal methyltransferase 1 activity. 59,000 tested, 2.5% active. NTMT1 MTase-Glo SAH luminescence, purified enzyme. Potency, µM (titrated, usually from 114 µM), inactives show top-dose activity change, negative = inhibition, actives largely listed as inhibitors;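 further: potency means the concentration at half of the fitted maximal effect; plate controls were DMSO vehicle for no effect and no enzyme for full effect; nearly all actives have a fitted effect of over 65% in size; many of its hits are not listed in these tables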
TSG101-PTAP inh: inhibitors of HIV-1 PTAP binding to human TSG101, validation. Fluorescence polarization, FITC-PTAP peptide/Tsg101, 20 min. Potency, µM (titrated, usually from 115 µM), for inactives: at the top dose activity change, negative = inhibition, hits mostly inhibitors. Q99816. AID 1347069. 44,000 tested, under 10 active; further: potency means the concentration at half of the fitted maximal effect; 0% is about no effect
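Steps: Tsg101 binding domain (10 uM final) in HEPES pH 7.5/NaCl/Tween 20/EDTA/TCEP; add compound; add FITC-PTAP peptide (50 nM final); incubate 20 min r.t.; read polarization.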
p53null 32C tox: kills p53 null cells at the permissive temperature. Potency, µM (titrated, usually from 46.1 µM), for the others: at the highest dose activity change, negative = cytotoxicity, actives largely listed as cytotoxic. H1299-neo p53 null cells, ATP luminescence, 24 h, 32C. 55,000 tested, 0.62% active;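 further: potency means the concentration at half of the fitted maximal effect; 0% = DMSO only and -100% = full killing by 100 µM tamoxifen; nearly all actives have a fitted effect of over 55% in size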
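Cytotoxicity: H1299-neo (no p53), 32C, 24 h treatment. Concentrations up to 46 uM. Readout cellular ATP, luminescence. Normalization to DMSO basal and tamoxifen 100 uM maximal kill.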
B2AR arrestin ag: beta-arrestin recruitment by human beta2-adrenergic receptor ligands. HTLA Tango cells, beta-arrestin recruitment, luciferase luminescence, 18 h. 44,000 tested, under 10 active. Potency, µM (titrated, usually from 46.1 µM), for the others: top-dose activation, actives largely listed as activators. AID 1347077;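 further: potency means the concentration at half of the fitted maximal effect; 0% = DMSO and full agonism = EC100 isoproterenol or metaproterenol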
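First, Tango cells carrying beta2-AR and beta-arrestin fusions received compound up to 46 microM. After 18 hr at 37 degrees C, luciferase substrate was added for 15 minutes, then luminescence gave %Activity for curve fitting.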
FH mod: Identification of activators of human fumarate hydratase by quantitative high-throughput screening. Fumarate hydratase, mitochondrial (Homo sapiens), P07954. FH coupled MDH/diaphorase resazurin fluorescence, 15 min. Potency, µM (highest dose often 79.9 µM), for inactives: top-dose activity change, negative = inhibition, hits mostly inhibitors. 54,000 tested, 0.22% active. AID 1347055, 2019; further: potency means the concentration at half of the fitted maximal effect; on the % scale 0 is the no-effect control and ±100 the full control effect; the screen sought activators but most active calls are inhibition curves; nearly all actives have a fitted effect of over 45% in size
Target sequence (P07954 whole entry, looked up): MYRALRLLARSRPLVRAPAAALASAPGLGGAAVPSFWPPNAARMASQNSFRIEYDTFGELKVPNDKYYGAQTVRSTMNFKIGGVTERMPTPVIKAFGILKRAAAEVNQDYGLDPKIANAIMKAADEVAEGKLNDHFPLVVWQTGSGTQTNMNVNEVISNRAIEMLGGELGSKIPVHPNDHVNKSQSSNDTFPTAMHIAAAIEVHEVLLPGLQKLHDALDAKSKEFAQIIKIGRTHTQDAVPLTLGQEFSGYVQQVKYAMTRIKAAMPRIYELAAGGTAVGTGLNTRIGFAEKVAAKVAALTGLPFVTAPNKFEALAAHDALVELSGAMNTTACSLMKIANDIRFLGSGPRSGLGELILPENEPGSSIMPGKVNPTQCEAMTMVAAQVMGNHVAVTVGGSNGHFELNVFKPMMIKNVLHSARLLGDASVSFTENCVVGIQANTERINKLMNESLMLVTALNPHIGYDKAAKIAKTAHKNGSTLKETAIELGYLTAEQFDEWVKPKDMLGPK
p53null 39C kill: kills p53 null cells at the nonpermissive temperature | Potency, µM (series often up to 46.1 µM), for inactives: at the top dose activity, negative = cell killing, most hits filed as cytotoxic | H1299 p53-null (neo) cells, 39C, ATPlite viability, 24 h | 55,000 tested, 0.97% active;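 further: potency means the concentration at half of the fitted maximal effect; 0% = DMSO only and -100% = full killing by 100 µM tamoxifen; nearly all actives have a fitted effect of over 50% in size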
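Concentration-response (up to 46 uM) was run for 24 h at the nonpermissive 39C on H1299-p53A138V or H1299-neo cells. ATP content was measured with ATPlite luminescence. AC50 values were Hill-modeled after normalizing between DMSO and 100 uM tamoxifen killing.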
An asterisk follows results filed as active; ? = inconclusive; nt = not tested or not shown; [ ] = remark or other dose. The call rests on the fitted dose curve; in most records, active means well fitted curve in the direction sought with a large enough effect; inconclusive means small, poorly fitted or top-dose-only effect, or another doubt; inactive means no such curve, though single readings can be large; an effect the other way counts as inactive or inconclusive. Not all compounds are listed. The share of hits here may be higher or lower than overall.

SMILES	GALK inhibitor	NTMT1 inhibitor	TSG101-PTAP inh	p53null 32C tox	B2AR arrestin ag	FH mod	p53null 39C kill
COc1ccc(NC(=O)C(Cc2ccccc2)NS(=O)(=O)c2ccc3c(c2)oc(=O)n3C)c(OC)c1 (stereo unspecified)	7.9%	13.4%	2.0%	-11.7%	0.2%	-6.8%	-13.7%
CCN(c1ccccc1C)S(=O)(=O)c1ccc(N2CCCCS2(=O)=O)cc1	-3.6%	8.1%	-10.2%	0.2%	-0.5%	1.7%	8.8%
O=C(CN1CCN(Cc2ccc(F)cc2)C1=O)NCc1ccc(F)cc1	0.2%	-4.3%	-1.7%	5.5%	1.3%	-22.7%	18.8%
O=C(Nc1ccc(F)c(Cl)c1)N1CCC(CN2CCOCC2)CC1	1.2%	5.2%	0.8%	-8.1%	-0.1%	4.1%	-2.1%
O=C(NC1CCCCC1)c1c[nH]c2ccc(S(=O)(=O)Nc3ccccc3F)cc2c1=O	6.9%	?	-1.2%	-4.7%	0.9%	?	-12.1%
Cc1c(C(=O)NCc2ccccc2Cl)cccc1-n1cnc2cccnc21	-6.0%	12.4%	0.9%	-3.9%	-1.3%	-0.5%	-9.4%
COC(=O)c1cc2oc(C)cc2n1Cc1cccc(Cl)c1	6.7%	-4.6%	-3.3%	19.7%	0.0%	-8.2%	-24.6%
CCc1ccccc1NC(=O)Cn1c(=O)ccc2cc(S(=O)(=O)N3CCC(C)CC3)ccc21	-5.9%	10.7%	2.0%	0.3%	0.2%	-0.9%	5.3%
NS(=O)(=O)c1ccc(CCNC(=O)c2nc(SCc3ccccc3F)ncc2Cl)cc1	-1.1%	-3.3%	0.3%	-6.5%	-0.8%	6.2%	7.6%
O=C(NCC(c1cccnc1)N1CCOCC1)C(=O)Nc1ccc(Cl)cc1 (stereo unspecified)	0.4%	2.7%	1.8%	-0.2%	-0.6%	0.8%	-21.0%
Cc1cc(O)c(C(c2ccccc2)N2CCN(c3ccccc3F)CC2)c(=O)n1Cc1ccco1 (stereo unspecified)	-10.3%	-8.7%	-4.7%	9.9%	-1.0%	1.3%	-11.1%
CCn1c(=O)c2c(nc3n2CCN3c2ccc(OC)cc2)n(C)c1=O	0.7%	-3.2%	-1.9%	-18.2%	-2.0%	-14.1%	6.9%
Cc1oc(-c2ccc(C(=O)NCc3ccc(N(C)C)cc3)cc2)nc1COc1ccccc1	3.4%	9.5%	-7.2%	-6.6%	-0.1%	-8.4%	-0.8%
COc1ccc(OC)c(C2CC(=O)Nc3ccc4ccccc4c32)c1 (stereo unspecified)	0.5%	-0.9%	-11.5%	48.1%[activator]	-1.3%	-17.0%	-26.2%
COCCN(CCOC)S(=O)(=O)c1ccc(C(=O)Nc2sc3c(c2C(=O)OC)CCN(C)C3)cc1	-6.0%	-18.0%	0.6%	-0.6%	-1.6%	-12.8%	-10.1%
CCCCNC(=O)CSc1nc2nc(C)c(Cc3ccccc3C)c(C)n2n1	2.0%	8.5%	-4.9%	-7.1%	-2.1%	-6.5%	13.7%
CCC(CC)C(=O)N1CCc2cc(OC)c(OC)cc2C1COc1ccc(F)cc1 (stereo unspecified)	-2.1%	-0.1%	-7.2%	0.7%	4.4%	-9.2%	35.1%
Cc1cc(-c2nc3ncccc3o2)ccc1NC(=O)COc1ccc(C(C)(C)C)cc1	3.1%	17.9%	-2.5%	8.7%	0.7%	-0.4%	-28.6%
COc1ccc(CCN2C(=O)N(c3ccc(F)cc3)C(=O)C2CC(=O)Nc2ccccc2)cc1OC (stereo unspecified)	5.2%	-18.9%	0.3%	0.9%	-0.1%	-8.9%	-0.9%
O=C(CCn1c(=O)c2cccn2c2cccnc21)NCc1ccccc1Cl	3.0%	8.1%	5.6%	0.4%	0.1%	3.1%	-20.2%
Cc1cccc(CNS(=O)(=O)c2csc(C(N)=O)c2)c1	2.5%	-2.5%	-2.2%	-8.5%	-0.9%	-1.2%	-4.0%
Cc1ccc(C(Nc2ccccn2)c2ccc3cccnc3c2O)cc1 (stereo unspecified)	0.0%	10.2%	-6.7%	?	-0.2%	13.6%	3.98µM*
CC(=O)N1CCc2cc(S(=O)(=O)NC(Cc3ccccc3)C(=O)NCc3ccccc3)ccc21 (stereo unspecified)	8.6%	13.7%	-1.0%	5.8%	0.5%	-13.0%	-7.0%
CCOC(=O)Cc1c(C(=O)OCC)nnc2c(-c3ccccc3)c(C)nn12	9.2%	-20.0%	-1.1%	nt	0.8%	-9.0%	nt
CC(C)CN(CC(C)C)C(=O)C1CCCN(S(=O)(=O)c2ccc3c(c2)oc(=O)n3C)C1 (stereo unspecified)	0.9%	27.5%	-1.0%	-2.4%	0.4%	-11.5%	-19.1%

Results in FH mod, p53null 39C kill and NTMT1 inhibitor (3 entries from above):
mol	FH mod	p53null 39C kill	NTMT1 inhibitor
O=C(NC1CCCCC1)c1c[nH]c2ccc(S(=O)(=O)Nc3ccccc3F)cc2c1=O	?	-12.1%	?
Cc1c(C(=O)NCc2ccccc2Cl)cccc1-n1cnc2cccnc21	-0.5%	-9.4%	12.4%
COC(=O)c1cc2oc(C)cc2n1Cc1cccc(Cl)c1	-8.2%	-24.6%	-4.6%

Entries from the list above that have a thiophene ring, fused or not:
SMILES	GALK inhibitor	NTMT1 inhibitor	TSG101-PTAP inh	p53null 32C tox	B2AR arrestin ag	FH mod	p53null 39C kill
COCCN(CCOC)S(=O)(=O)c1ccc(C(=O)Nc2sc3c(c2C(=O)OC)CCN(C)C3)cc1	-6.0%	-18.0%	0.6%	-0.6%	-1.6%	-12.8%	-10.1%
Cc1cccc(CNS(=O)(=O)c2csc(C(N)=O)c2)c1	2.5%	-2.5%	-2.2%	-8.5%	-0.9%	-1.2%	-4.0%

The list continues:
SMILES	GALK inhibitor	NTMT1 inhibitor	TSG101-PTAP inh	p53null 32C tox	B2AR arrestin ag	FH mod	p53null 39C kill
COc1ccc(CNC(=O)c2cccc(N3CCCS3(=O)=O)c2)cc1OC	2.1%	-17.4%	-2.0%	19.7%	0.9%	-32.1%	?
Cc1nn2c(=O)cc(COC(=O)c3cccs3)nc2s1	-9.2%	-2.1%	3.6%	-11.8%	-0.7%	12.5%	-5.3%
CC(=O)N1CCc2cc(Br)cc(S(=O)(=O)CCC(=O)N3CCN(c4ccc(F)cc4)CC3)c21	-1.6%	?	1.4%	0.1%	0.1%	-6.9%	-8.3%
COc1ccc(CN(Cc2ccco2)C(=O)c2ccccc2F)cc1	-4.6%	-3.1%	-3.7%	-1.4%	-1.6%	-20.5%	-21.6%
Cc1ccc(NC(=O)Cn2ccn(-c3ccc(F)c(F)c3)c(=O)c2=O)cc1C	4.4%	-3.5%	2.4%	0.2%	1.8%	1.3%	-10.1%
CC(C)n1c(=O)c2oc3ccccc3c2n(CC(=O)Nc2ccccc2Cl)c1=O	-2.1%	8.6%	-3.1%	-4.6%	1.0%	0.9%	-15.5%
CCc1ccc(C2N3CC4(C)CN2CC(c2ccccc2)(C3)C4=O)cc1 (stereo unspecified)	4.2%	3.4%	0.1%	-5.1%	-1.8%	-24.6%	?
Cc1ccc(CNC(=O)c2cc(S(=O)(=O)N3CCCC(C)C3)cn2C)cc1 (stereo unspecified)	2.1%	-15.0%	-4.4%	1.7%	3.2%	-33.4%	26.5%
Cc1cccc(OCC(=O)N(Cc2cccs2)c2ccc(Cl)cc2)c1C	-0.5%	-16.9%	3.3%	11.5%	-4.7%	-15.7%	24.2%
COc1ccc(-c2nc(CNC(=O)Nc3ccccc3)c(C)o2)c(OC)c1	1.7%	-6.8%	0.1%	-1.6%	1.2%	4.3%	?
Cc1ccc(C)c(N2CCN(CCCNC(=O)Cn3c(-c4cccs4)cc4ccccc43)CC2)c1	3.6%	4.0%	-3.3%	?	-0.7%	?	?
O=C(Cn1c(=O)n(-c2ccc(F)cc2)c(=O)c2sccc21)Nc1cccc(C(F)(F)F)c1	-1.7%	0.9%	-4.7%	8.9%	?	-16.2%	-10.1%
CC(C)NC(=O)CC(=O)Nc1ccc2nc3n(c(=O)c2c1)CCCCC3	14.4%	2.8%	-10.6%	-10.6%	0.9%	2.3%	-2.6%
COC(=O)c1c(NC(=O)c2nc(SCc3ccc(F)cc3)ncc2Cl)sc2c1CCCC2	-0.6%	-13.5%	0.7%	0.2%	-1.1%	9.1%	-13.1%
COCCCNC(=O)CN1C(=O)COc2ccc(S(=O)(=O)N3CCOCC3)cc21	0.7%	-2.7%	9.0%	3.7%	-1.0%	-0.1%	3.9%
O=C(NCc1ccccc1Cl)NCc1noc2ccccc12	3.4%	-10.6%	-8.4%	-9.3%	1.5%	2.4%	-20.1%
N#Cc1ccccc1Cn1c(=O)n(CCCC(=O)NCc2ccc3c(c2)OCO3)c(=O)c2sccc21	-1.3%	-12.4%	-1.5%	6.3%	-0.3%	-0.8%	-1.1%
CCc1ccccc1NC(=O)Cn1nc(N2CCN(c3ccccc3OC)CC2)ccc1=O	0.2%	-4.0%	0.1%	-6.7%	-0.4%	-3.5%	-12.4%
CCOC(=O)c1cc2c(=O)n3ccccc3nc2n(Cc2ccco2)c1=NC(=O)c1ccc(F)cc1	5.1%	-7.6%	-7.5%	-0.6%	1.1%	?	-9.8%
COc1ccc(N(CC(=O)NCCc2ccccc2)S(=O)(=O)c2c(C)nn(C)c2C)cc1	-1.4%	12.6%	-4.1%	9.8%	-1.5%	-0.7%	-11.9%
CCOC(=O)c1cc2c(=O)n3ccccc3nc2n(C(C)C)c1=NC(=O)C(C)(C)Oc1ccc(Cl)cc1	5.7%	3.8%	-0.6%	-2.7%	-0.1%	?	-11.1%
Cc1cc(C)cc(Nc2cc(-c3ccccc3)nc(C)n2)c1	-0.6%	-0.9%	-7.5%	6.2%	-3.2%	?	?
Nc1nonc1-c1nc2ccccc2n1Cc1c(Cl)cccc1Cl	3.2%	2.5%	-1.5%	5.7%	0.0%	4.1%	11.1%
NC(=O)c1nc(Nc2ccccc2)sc1NC(=O)c1c(F)cccc1F	-0.4%	-5.7%	-6.0%	-2.0%	1.2%	4.7%	8.0%
CC(=O)Nc1c(C)nn(-c2ccccc2)c1N1CCC(C(=O)Nc2cc(F)ccc2F)CC1	0.0%	2.1%	-2.4%	18.6%	1.1%	-7.2%	8.8%

A different layout for part of the listing above:
Structure,GALK inhibitor,NTMT1 inhibitor,TSG101-PTAP inh,p53null 32C tox,B2AR arrestin ag,FH mod,p53null 39C kill
CC(C)CN(CC(C)C)C(=O)C1CCCN(S(=O)(=O)c2ccc3c(c2)oc(=O)n3C)C1 (stereo unspecified),0.9%,27.5%,-1.0%,-2.4%,0.4%,-11.5%,-19.1%
CCCCNC(=O)CSc1nc2nc(C)c(Cc3ccccc3C)c(C)n2n1,2.0%,8.5%,-4.9%,-7.1%,-2.1%,-6.5%,13.7%

Screening results deposited in PubChem by National Center for Advancing Translational Sciences (NCATS).
